Source: PubChem BioAssay
SKKanGAS inh – SKKanGAS growth inhibition; S. pyogenes SKKanGAS, kanamycin growth, BacTiter-Glo, 6 h; 1.3% of 300,000 active; inhibition, % at 7.5 µM;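 active = mean replicate score, as percent of positive control median, at least 50; inconclusive = mean below 50 but one replicate at or above 50; inactive = mean and every replicate below 50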;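 also: strain carries kanamycin resistance gene driven by streptokinase promoter and grows in 40 µg/ml kanamycin; loss of luminescence reflects streptokinase promoter inhibition or plain growth inhibition; 0% = median of DMSO wells and 100% = positive control at its reference dose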
TRPC4 PAM – allosteric potentiators of mouse TRPC4 channel; B-score at 10 µM; 0.42% of 310,000 active; AID 2227; Q9QUQ5; HEK293 TRPC4beta/mu-opioid, DAMGO EC20, Fluo-4 Ca2+ flux; stronger effect = higher value;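 active = B-score of calcium response area above 5 SD of library B-scores, with initial fluorescence ratio within 5 SD of library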;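 also: B-score of integrated fluorescence ratio over time as area under calcium response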
Target sequence (Q9QUQ5 whole entry, looked up): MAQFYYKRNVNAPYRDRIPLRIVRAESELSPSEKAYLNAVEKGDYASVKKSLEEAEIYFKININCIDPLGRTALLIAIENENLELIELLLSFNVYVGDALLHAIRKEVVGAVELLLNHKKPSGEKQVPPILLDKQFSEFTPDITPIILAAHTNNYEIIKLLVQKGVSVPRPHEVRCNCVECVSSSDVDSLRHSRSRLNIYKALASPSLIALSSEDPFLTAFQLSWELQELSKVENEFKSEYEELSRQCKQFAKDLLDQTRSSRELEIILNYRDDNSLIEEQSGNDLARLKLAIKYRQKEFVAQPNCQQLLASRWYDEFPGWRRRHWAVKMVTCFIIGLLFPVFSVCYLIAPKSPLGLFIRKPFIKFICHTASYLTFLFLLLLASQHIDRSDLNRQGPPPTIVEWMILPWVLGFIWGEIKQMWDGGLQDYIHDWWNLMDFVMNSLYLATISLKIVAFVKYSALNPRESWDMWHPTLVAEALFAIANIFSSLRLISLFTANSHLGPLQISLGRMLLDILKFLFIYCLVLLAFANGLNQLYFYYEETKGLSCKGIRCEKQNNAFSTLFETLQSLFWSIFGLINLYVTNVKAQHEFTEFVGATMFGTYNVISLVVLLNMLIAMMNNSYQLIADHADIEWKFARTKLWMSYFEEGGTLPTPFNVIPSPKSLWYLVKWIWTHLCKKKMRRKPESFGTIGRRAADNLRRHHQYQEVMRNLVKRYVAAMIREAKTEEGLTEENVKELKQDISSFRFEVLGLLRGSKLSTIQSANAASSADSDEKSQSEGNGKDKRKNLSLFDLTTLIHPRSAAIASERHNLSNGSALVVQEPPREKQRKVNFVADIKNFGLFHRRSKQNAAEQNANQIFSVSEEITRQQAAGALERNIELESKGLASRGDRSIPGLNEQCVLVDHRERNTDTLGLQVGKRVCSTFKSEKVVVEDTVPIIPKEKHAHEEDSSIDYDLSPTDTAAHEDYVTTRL
KLF5 inh – inhibitors of KLF5 expression; 0.23% of 290,000 active; inhibition, % at 5 µM; AID 1700; DLD-1 KLF5 promoter-luciferase reporter, luminescence;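 active = inhibition above a per-plate limit of that plate's mean compound inhibition plus 3 SD, cut at about 60% in these data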;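 also: 0% = DMSO wells and 100% = LY294002 at 200 µM; higher means less KLF5 promoter-driven luciferase light; inactives centre near -14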
TRPC4 act – opens the mouse TRPC4 cation channel; Q9QUQ5; HEK293 TRPC4beta/mu-opioid, Fluo4 calcium fluorescence; stronger effect = higher value; B-score at 10 µM; 0.49% of 310,000 active; AID 2237;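 active = B-score above 5 SD of library B-scores, and initial fluorescence ratio not above library mean plus 5 SD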;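 also: positive B-score marks a calcium rise read as TRPC4 activation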
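Assay system: HEK293 cells stably co-expressing mouse TRPC4beta and mu-opioid receptor / Timing: Fluo4 dye loading 45 min at room temperature, 110 s recording / Signal: Fluo4 calcium-sensitive dye fluorescence, kinetic, 1 Hz baseline / Read-out: integrated baseline-normalised fluorescence ratio, converted to per-well B score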
TRPC6 act – mouse TRPC6 channel activation; Q61143; HEK293-TRPC6 membrane potential dye fluorescence; stronger effect = higher value; B-score at 10 µM; 0.13% of 310,000 active;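 active = B-score of the integrated fluorescence ratio above library mean plus 3 SD, and starting fluorescence ratio within library mean plus 5 SD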;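 also: higher score means more depolarization so channel activation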
HIF act – HIF pathway transcriptional activation; U2OS HRE-luciferase reporter, luminescence; normalized: DMSO 0%, desferrioxamine 100%; activation, % at 7.5 µM (by protocol); 0.32% of 300,000 active;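 active = mean activation of at least 10% of the iron chelator positive control signal, with at least half of replicates also reaching 10%; inconclusive = mean and replicate majority disagree about reaching 10%; inactive = mean and most replicates under 10%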
TRPC6 inhibitor – blocks the mouse TRPC6 cation channel | Q61143 | B-score at 10 µM | HEK293-TRPC6, membrane potential dye, ACh-evoked depolarization; stronger effect = lower value | AID 2553 | 1.1% of 310,000 active;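 active = B-score under library mean minus 3 SD, initial fluorescence not abnormally high, positive integrated signal ratio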;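 also: B-score derived from integrated fluorescence ratio over the kinetic read; more negative B-score means stronger inhibition of depolarization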
aSyn UTR inh – 5' untranslated region of α-synuclein, MLPCN primary screen; alpha-synuclein 5'UTR reporter, inhibitor activity; inhibition, % (tested at 7.5 µM); 0.82% of 300,000 active; in the data active = inhibition above about 60%; inconclusive = no clear call, values can overlap the other calls;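 also: H4 neuroglioblastoma cells stably carrying SNCA 5'UTR luciferase fusion; 0% = DMSO wells and 100% = positive control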
IEC-6 tox – kills IEC-6 intestinal cells in KLF5 counter-screen. 0.78% of 290,000 active. inhibition, % at 5 µM. IEC-6 cytotoxicity, luminescence viability. AID 1825; in the data active = inhibition above about 22%;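 also: 0% = plate median of test compound wells and 100% = cytotoxic reference compound wells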
TRPC4 inh – TRPC4 (mouse) channel inhibition; B-score at 10 µM; Q9QUQ5; 0.39% of 300,000 active; HEK293 TRPC4beta/mu-opioid, DAMGO-evoked Fluo4 calcium flux; stronger effect = lower value;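 active = B-score over 3 SD under the library average, no early fluorescence shift, positive overall ratio signal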
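Assay system: Stable TRPC4beta/mu-opioid receptor HEK293 cells | Reagent: DAMGO in two steps, submaximal then maximal | Compound dosing: Single concentration per test compound | Signal: Fluo4 Ca2+ flux fluorescence | Evaluation: Per-well B score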
MrgX1 antag – human MrgX1 receptor antagonism, primary screen. Q96LB2. AID 588676. MRGX1-HEK293 calcium flux, Fluo-4, BAM8-22 antagonism; stronger effect = lower value. B-score at 10 µM. 1.3% of 310,000 active;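 active = calcium-response B-score plate-corrected more than 3 library SD below zero, starting fluorescence within 5 deviations, no agonist response on first addition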;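 also: peak minus trough fluorescence over baseline after final BAM8-22 challenge near maximal dose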
* hit, by the source's call; i = inactive; ? = inconclusive; . = no result given.

SMILES	SKKanGAS inh	TRPC4 PAM	KLF5 inh	TRPC4 act	TRPC6 act	HIF act	TRPC6 inhibitor	aSyn UTR inh	IEC-6 tox	TRPC4 inh	MrgX1 antag
O=C(NCC1CCCCC1)c1cc(S(=O)(=O)N2CCCCC2)ccc1N1CCOCC1	-2	i	-32	i	i	-1.2	i	9	-5	i	i
Cc1ccc(CC(CC(=O)O)C(=O)Nc2ccc(Cl)cc2)cc1 (stereo not drawn)	12	i	-44	i	i	-1.7	i	-4	-2	i	i
CCc1ccc(C(O)(CNCc2ccccc2)c2ccccc2)cc1 (stereo not drawn)	1	i	-2	i	i	0.5	i	-3	-4	i	i
CCCNC(=O)c1c(O)c2cccc3c2n(c1=O)CCC3	1	i	18	i	i	0.1	i	-6	5	i	i
Cc1cccc(-n2cnc(C(=O)O)c2)n1	-6	i	-30	i	i	-0.3	i	-9	-4	i	i
CCOc1ccc(CCNC(=O)COC(=O)c2cccs2)cc1OCC	1	i	-18	i	i	0.8	i	9	-4	i	i
Cc1nn(C(=O)c2nn(C)cc2[N+](=O)[O-])c(C)c1Cl	3	i	-13	i	i	-0.3	i	-11	4	i	i
CCOC(=O)c1cc(C#N)c(N2CCN(c3ccccn3)CC2)nc1-c1ccccc1	7	i	-2	i	i	0.1	i	29	3	i	i
CCCN1C(=O)C(NC(=O)c2ccncc2)(C(F)(F)F)C2=C1CC(C)(C)CC2=O (stereo not drawn)	0	i	-22	i	i	0.0	i	6	3	i	i
Cc1nn(C(C)C(=O)N2CCc3ccccc32)c(C)c1[N+](=O)[O-] (stereo not drawn)	-7	i	-14	i	i	-0.2	i	23	2	i	i

Reprinted at random: 4 compounds from above.
SMILES	SKKanGAS inh	TRPC4 PAM	KLF5 inh	TRPC4 act	TRPC6 act	HIF act	TRPC6 inhibitor	aSyn UTR inh	IEC-6 tox	TRPC4 inh	MrgX1 antag
Cc1ccc(CC(CC(=O)O)C(=O)Nc2ccc(Cl)cc2)cc1 (stereo not drawn)	12	i	-44	i	i	-1.7	i	-4	-2	i	i
CCCNC(=O)c1c(O)c2cccc3c2n(c1=O)CCC3	1	i	18	i	i	0.1	i	-6	5	i	i
Cc1cccc(-n2cnc(C(=O)O)c2)n1	-6	i	-30	i	i	-0.3	i	-9	-4	i	i
O=C(NCC1CCCCC1)c1cc(S(=O)(=O)N2CCCCC2)ccc1N1CCOCC1	-2	i	-32	i	i	-1.2	i	9	-5	i	i

(cont.)
SMILES	SKKanGAS inh	TRPC4 PAM	KLF5 inh	TRPC4 act	TRPC6 act	HIF act	TRPC6 inhibitor	aSyn UTR inh	IEC-6 tox	TRPC4 inh	MrgX1 antag
CCOc1cc(/C=C2/C(=N)N3OC(C)=CC3=NC2=O)ccc1OC(=O)c1ccco1	-4	i	-5	i	i	0.1	i	-6	-5	i	i
Cc1ccc(S(=O)(=O)Nc2cccc(C(=O)NCc3ccc(S(N)(=O)=O)cc3)c2)cc1	-1	i	3	i	i	-1.6	i	6	-3	i	i
Cc1c(Cl)cn2c(=O)cc(CN(C)Cc3nc4ccccc4c(=O)[nH]3)nc2c1Cl	-2	i	-15	i	i	0.4	i	-3	2	i	i
O=C(N/N=C/c1ccc(O)cc1O)C(=O)N/N=C/c1ccc(O)cc1O	4	i	3	i	i	1.5	i	-23	-20	i	i
Cc1ccc(S(=O)(=O)N(C)C)cc1NC(=S)NC(=O)C12CC3CC(CC(C3)C1)C2	6	i	-19	i	i	-0.1	i	35	4	i	-6.6*
CCN(C(=O)CCS(=O)(=O)c1cc2c(cc1Cl)NC(=O)CO2)c1ccccc1	-5	i	-25	i	i	-0.2	i	1	7	i	i
COc1ccc(-c2nnnn2-c2ccc(F)cc2F)cc1	-5	i	-27	i	i	-0.2	i	10	-1	i	i
CCS(=O)(=O)N1CCCC(C(=O)NCCN(C)Cc2ccccc2)C1 (stereo not drawn)	4	i	-31	i	i	0.0	i	-9	-4	i	i
CN(C)N1C(N)=C(C#N)C(c2ccsc2)C2=C1CC(C)(C)CC2=O (stereo not drawn)	0	i	-61	i	i	-0.1	i	-12	-2	i	i
Cc1ccc2c(c1)c1c3n2CCN(CCC(=O)O)C3CCC1 (stereo not drawn)	-5	i	-19	i	i	0.6	i	-14	-4	i	i
Cc1cc(NC(=O)c2cncc(Br)c2)ccc1NC(=O)c1cc2ccccc2o1	3	i	-5	i	i	-6.4	i	78*	12	i	i
CN(C)c1ccc(NC(=O)CSc2nnc(-c3cccs3)n2Cc2ccco2)cc1	0	i	0	i	i	0.5	i	-23	3	i	i
COc1ccc(N(C(=O)c2csnn2)C(C(=O)NC2CCCC2)c2ccccc2)cc1 (stereo not drawn)	-1	i	-1	i	i	-0.7	i	-8	2	i	i
CCOC(=O)C(=O)Nc1ccc(OCc2ccccc2)cc1	1	i	-13	i	i	-0.8	i	10	-2	i	i
CCOC(=O)c1ccccc1NC(=O)CSc1ccccc1	11	i	-27	i	i	-0.4	i	12	-5	i	i
O=[N+]([O-])c1ccc(N2CCN(Cc3ccc([N+](=O)[O-])o3)CC2)cc1	2	i	-46	i	i	1.5	i	19	3	i	i
Cc1cnc([N+](=O)[O-])n1CCOC(=O)NC(=O)c1cccc(F)c1	-2	i	5	i	i	-0.1	i	6	-6	i	i
CCCCc1c(O)c2ccccc2n(CCCC)c1=O	2	i	-16	i	i	0.3	i	5	4	i	i
Cc1ccc(OCCNc2ccc(C(F)(F)F)cc2[N+](=O)[O-])cc1	-5	i	0	i	i	0.4	i	-11	-2	i	i
CCCCc1nc2ccccc2c(=O)n1NC(=O)c1c(O)c2cccc3c2n(c1=O)CC3	9	i	.	i	i	0.0	i	21	.	i	i

Full records, looked up by structure:
Listed for CN(C)c1ccc(NC(=O)CSc2nnc(-c3cccs3)n2Cc2ccco2)cc1 → SKKanGAS inh: 0; TRPC4 PAM: i; KLF5 inh: 0; TRPC4 act: i; TRPC6 act: i; HIF act: 0.5; TRPC6 inhibitor: i; aSyn UTR inh: -23; IEC-6 tox: 3; TRPC4 inh: i; MrgX1 antag: i
Listed for Cc1ccc(CC(CC(=O)O)C(=O)Nc2ccc(Cl)cc2)cc1 (stereo not drawn) → SKKanGAS inh: 12; TRPC4 PAM: i; KLF5 inh: -44; TRPC4 act: i; TRPC6 act: i; HIF act: -1.7; TRPC6 inhibitor: i; aSyn UTR inh: -4; IEC-6 tox: -2; TRPC4 inh: i; MrgX1 antag: i
Listed for Cc1ccc(OCCNc2ccc(C(F)(F)F)cc2[N+](=O)[O-])cc1 → SKKanGAS inh: -5; TRPC4 PAM: i; KLF5 inh: 0; TRPC4 act: i; TRPC6 act: i; HIF act: 0.4; TRPC6 inhibitor: i; aSyn UTR inh: -11; IEC-6 tox: -2; TRPC4 inh: i; MrgX1 antag: i

The list goes on.
SMILES	SKKanGAS inh	TRPC4 PAM	KLF5 inh	TRPC4 act	TRPC6 act	HIF act	TRPC6 inhibitor	aSyn UTR inh	IEC-6 tox	TRPC4 inh	MrgX1 antag
O=C(NC1CCN(S(=O)(=O)c2ccc(Cl)cc2)CC1)C1CCCCC1	3	i	-8	i	i	0.0	i	5	-3	i	i
CC1=C(C(=O)Nc2ccc(C(=O)N3CCN(c4ccccc4F)CC3)cc2)SCCO1	?	i	-13	i	i	-0.4	i	2	0	i	i
CSc1nc2ccc(NS(=O)(=O)c3ccc(Cl)s3)cc2s1	10	i	-42	i	i	-0.4	i	-15	0	i	i
O=C(N/N=C/c1ccc(C(=O)O)cc1)C1=NNC(c2ccccc2)(c2ccccc2)C1	16	i	-3	i	i	-0.3	i	13	2	i	i
O=C(CCSc1ccc(Cl)c(Cl)c1)NC12CC3CC(CC(C3)C1)C2	65*	i	-10	i	i	1.2	i	-39	-2	i	i
Cc1ccc(CN(C(=O)c2cccs2)C2CCS(=O)(=O)C2)cc1 (stereo not drawn)	-3	i	-13	i	i	0.4	i	-2	-5	i	i
CCC(=O)NCCCc1nc(-c2ccccc2)no1	-2	i	.	i	i	1.0	i	-8	.	i	i
Cc1ccc(S(=O)(=O)NNC(=O)CCC(=O)Nc2ccc(C)cc2C)cc1	9	i	-1	i	i	0.9	i	23	5	i	i
CCN(C(=O)CSc1ncccn1)C1CCS(=O)(=O)C1 (stereo not drawn)	-3	i	-17	i	i	-0.1	i	11	1	i	i
Nc1ccc(Nc2nc3ccccc3[nH]2)cc1	6	i	-40	i	i	-3.8	i	-5	-8	i	i
Cc1c(C(=O)N(Cc2ccccc2)C(C)C)cnn1-c1ccccc1	-1	i	-28	i	i	-0.6	i	27	2	i	i
Cc1ccc(S(=O)(=O)/N=C(/Nc2ccc(F)cc2F)c2ccc(F)cc2)cc1	4	i	-6	i	i	-0.6	i	2	3	i	i
O=C(CCN1C(=O)C2CC=C(Cl)CC2C1=O)NCc1ccco1 (stereo not drawn)	1	i	1	i	i	-0.4	i	-21	4	i	i
CC1=C(C)CC(C(=O)N2CCN(Cc3ccccc3)CC2)C(C(=O)O)C1 (stereo not drawn)	8	i	-23	i	i	-0.1	i	1	-3	i	i
OC(CN1CCN(Cc2ccccc2)CC1)Cn1c2ccccc2c2ccccc21 (stereo not drawn)	13	i	-38	i	i	0.2	i	-5	-9	i	i
COc1ccc(-c2cc(C(F)F)n3ncc(C(=O)N4CCc5ccccc54)c3n2)cc1	7	i	3	i	i	1.1	i	?	0	i	i
COc1ccc(-c2csc(N(CCCN(C)C)C(=O)c3cc(OC)c(OC)c(OC)c3)n2)cc1	8	i	-30	i	i	-0.3	-5.7*	-10	6	i	i
Cc1ccc(Nc2ncccc2C(N)=O)cc1[N+](=O)[O-]	-4	i	-154	i	i	2.2	i	-201	1	i	i
CCOC(=O)c1sc(NC(=O)CSc2nc3ccccc3o2)c(C(=O)OCC)c1C	4	i	15	i	i	-15	i	-16	3	i	i
Cc1nnc(NC(=O)C2CC(=O)N(C(C)c3ccccc3)C2)s1 (stereo not drawn)	-4	i	-38	i	i	-0.1	i	0	-8	i	i
